Screening results deposited in PubChem by National Center for Advancing Translational Sciences (NCATS).
HCV inh: HCV inhibition. Huh7.5.1 HCVcc-Cre infection, luciferase reporter, 44 h. Potency, µM (doses to about 41.8 µM), for inactives: at the highest dose activity change, negative = inhibition, usual class: inhibitors. 3.4% of 340,000 active. AID 651820; further: potency means the concentration at half of the fitted maximal effect
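Luciferase read-out (15 sec integration) after a 15 min room-temperature substrate step quantifies HCVcc-Cre infection. Cells, 1,000 per well, had compound added 4 h post-plating, then virus at ~0.5 moi, and were cultured 44 h.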
FBPA Giardia inh: blocks Giardia fructose-bisphosphate aldolase activity; Potency, µM (doses to about 59.6 µM), without a hit: at the top dose activity, negative = inhibition, hits mostly inhibitors; 0.71% of 290,000 active; purified Giardia FBPA; further: potency means the concentration at half of the fitted maximal effect; nearly all actives have a fitted effect of over 55% in size
Target sequence (A8B2U2 whole entry, looked up): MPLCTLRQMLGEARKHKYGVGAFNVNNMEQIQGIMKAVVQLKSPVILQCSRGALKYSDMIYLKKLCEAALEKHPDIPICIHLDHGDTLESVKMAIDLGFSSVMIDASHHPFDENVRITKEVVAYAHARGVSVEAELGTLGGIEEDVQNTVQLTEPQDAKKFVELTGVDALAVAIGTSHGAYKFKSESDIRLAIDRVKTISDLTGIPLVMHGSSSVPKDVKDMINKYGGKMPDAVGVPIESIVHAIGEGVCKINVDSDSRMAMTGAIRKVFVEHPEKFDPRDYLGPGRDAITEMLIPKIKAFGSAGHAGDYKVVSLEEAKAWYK
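Giardia FBPA (40 nM reagent) was preincubated 10 min at RT with compound (up to 57.5 uM final), then substrate plus GAPDH/TPI/NAD/arsenate coupling system with diaphorase/resazurin was added; resorufin fluorescence (525/598 nm) was read after 20 min.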
Sm TGR block: S. mansoni TGR enzyme inhibition; purified TGR, DTNB reduction, TNB absorbance 405 nm; Potency, µM (titrated, usually from 114 µM), inactives show at the top dose activity change, negative = inhibition, actives largely listed as inhibitors; 3% of 360,000 active; Q962Y6; further: potency means the concentration at half of the fitted maximal effect; nearly all actives have a fitted effect of over 60% in size
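First, TGR (20 nM dispensed) and NADPH were mixed with compound. Second, a 15 min room-temperature incubation followed. Third, further NADPH and then DTNB were added to start the reaction. Finally, TNB absorbance was monitored kinetically.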
HCMV inh: blocks human cytomegalovirus replication; AID 1259415; 4.5% of 410,000 active; HFF cells, HCMV-luciferase reporter, 72 h; stronger effect = lower value; activity change, negative = inhibition, % at 57.5 µM; in the data active means activity change below about -60%; inconclusive means no clear call, values can overlap the other calls; inactive means above about -39%
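Cell-based, HFFs, 1000 cells/well, 16 h 37C; cpds in DMSO + HCMV-luc, MOI 1 PFU/cell; 72 h 37C; OneGlo luminescence after 5 min RT; norm. to buffer vs Salinomycin 10uM.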
AMA1 RON2 block: AMA1-RON2 (P. falciparum) interaction inhibition; AlphaScreen AMA1-biotinylated RON2 peptide binding; Potency, µM (top dose mostly 58.2 µM), for inactives: at the top dose activity change, negative = inhibition, hits mostly inhibitors; 0.2% of 360,000 active;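 further: potency means the concentration at half of the fitted maximal effect; 0% = vehicle wells and -100% = peptide control; nearly all actives have a fitted effect of over 45% in size; some results filed as inactive show a strong effect at the top dose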
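AMA1 (3D7) with his tag at 25 nM final met compounds first, then biotinylated RON2 peptide at 25 nM; detection used donor plus acceptor beads, 10 µg/mL apiece, read by AlphaScreen after 30 min at room temperature.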
AmpC inh detg: blocks E. coli AmpC beta-lactamase in detergent assay | AmpC hydrolysis of nitrocefin, absorbance 480 nm, 0.01% Triton | Potency, µM (titrated, usually from 114 µM), without a hit: at the top dose activity change, negative = inhibition, usual class: inhibitors | 0.041% of 370,000 active;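 further: potency means the concentration at half of the fitted maximal effect; 0% = no-compound wells and -100% = no-enzyme wells; nearly all actives have a fitted effect of over 25% in size; some results filed as inactive show a strong effect at the top dose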
Target sequence (P00811 whole entry, looked up): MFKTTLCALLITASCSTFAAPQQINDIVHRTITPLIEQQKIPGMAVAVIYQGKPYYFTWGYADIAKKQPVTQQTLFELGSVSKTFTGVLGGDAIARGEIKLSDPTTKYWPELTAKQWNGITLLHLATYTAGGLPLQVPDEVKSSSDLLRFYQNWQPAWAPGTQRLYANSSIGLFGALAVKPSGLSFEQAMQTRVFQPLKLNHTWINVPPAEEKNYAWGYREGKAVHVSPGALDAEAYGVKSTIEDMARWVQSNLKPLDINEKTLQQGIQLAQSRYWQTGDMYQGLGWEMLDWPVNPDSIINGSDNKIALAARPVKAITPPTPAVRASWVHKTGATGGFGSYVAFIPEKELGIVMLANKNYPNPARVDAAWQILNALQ
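20 mM phosphate pH 7.0 + 0.01% (detergent screen) or 0.0001% Triton X-100; 5.3 nM AmpC reagent; cpd preinc 15 min RT; nitrocefin (800 uM stock) to start; A480 q20 s × 4 min; Activity was normalised to no-enzyme and no-compound control wells.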
An asterisk follows results filed as active; & = joins results of further samples; [ ] = dose if it differs, or a comment. Unless noted, the call rests on the fitted dose curve; in most records, active means well fitted curve in the direction sought with a large enough effect; inconclusive means small, poorly fitted or top-dose-only effect, or another doubt; inactive means no such curve, though single readings can be large; an effect the other way counts as inactive or inconclusive. Unless noted, on the % scale 0 is the no-effect control and ±100 the full control effect.

`COc1ccc(S(=O)(=O)NC2CCCC2)cc1Br` gave HCV inh 8.8%, FBPA Giardia inh 21.8%, Sm TGR block -18.2%, HCMV inh 3.4, AMA1 RON2 block 14.5% and AmpC inh detg -3.0%.
COc1ccc2[nH]c3nc(SCC(=O)NNC(=O)c4ccc(OC)c(OC)c4)nnc3c2c1 was read as HCV inh 1.2%, FBPA Giardia inh -6.7%, Sm TGR block 7.5%, HCMV inh -15.5, AMA1 RON2 block 0.0% and AmpC inh detg inconclusive.
`CC(=O)c1cccc(NC(=O)NNC(=O)c2ccc(Cl)cc2Cl)c1` gave HCV inh 0.9%, FBPA Giardia inh 4.6%, Sm TGR block -2.1%, HCMV inh -6.5, AMA1 RON2 block 78.0%[activator] and AmpC inh detg 0.7%.
Screening CC(C)N(C(=O)CSc1ccc(S(=O)(=O)N2CCCCC2)cn1)c1ccccc1 returned HCV inh inconclusive, Sm TGR block -1.6%, HCMV inh -8.3, AMA1 RON2 block -12.5% and AmpC inh detg -0.1%.
For COc1ccc(OC)c(NC(=O)c2ccc(-c3csc(C)n3)cc2)c1 the results were HCV inh inconclusive, FBPA Giardia inh 1.5%, Sm TGR block -13.8%, HCMV inh -0.3, AMA1 RON2 block -27.1% and AmpC inh detg -11.2%.
Cc1cccc2nc3ccccc3cc12 was read as HCV inh -25.2%, HCMV inh -24.5 and AMA1 RON2 block 26.7%.
For COc1ccc(CCNC(=O)C2=CC=CN3CCS(=O)(=O)N=C23)cc1 the results were HCV inh 30.3%[activator], Sm TGR block 2.4%, HCMV inh 31.2, AMA1 RON2 block 21.5% and AmpC inh detg 4.9%.
CCOC(=O)C1(Cc2ccc(OC)cc2)CCN(C(=O)CCN2CCCC2=O)CC1 was read as HCV inh -2.7%, FBPA Giardia inh -0.1%, Sm TGR block 4.8%, HCMV inh -75.8*, AMA1 RON2 block 2.2% and AmpC inh detg -6.0%.
For O=C(Nc1ccc(S(=O)(=O)N2CCCCC2)cc1)C1CCN(C(=O)c2ccco2)CC1 the results were HCV inh -11.8%, FBPA Giardia inh -4.8%, Sm TGR block 1.3%, HCMV inh inconclusive, AMA1 RON2 block 9.9% and AmpC inh detg 4.8%.
Cc1cc(=O)oc2cc(OCC(=O)OCC(=O)NCCc3ccccc3)ccc12 was read as HCV inh 10.7%, FBPA Giardia inh 2.4%, Sm TGR block -15.5%, HCMV inh -8.0, AMA1 RON2 block 0.6% and AmpC inh detg -0.3%.
CCOC(=O)c1c(-c2ccccc2)nnn1-c1nc(OC)nc(N2CCOCC2)n1 was read as HCV inh 8.2%, FBPA Giardia inh -0.6%, Sm TGR block 2.4%, HCMV inh -31.2, AMA1 RON2 block 2.7% and AmpC inh detg inconclusive.
For COc1ccccc1NS(=O)(=O)c1cc(N2Cc3ccccc3C2=N)ccc1N1CCOCC1 the results were HCV inh -20.4%, FBPA Giardia inh 3.1%, Sm TGR block -4.8%, HCMV inh inconclusive, AMA1 RON2 block -5.5% and AmpC inh detg inconclusive.
Screening COC(=O)c1sc(N2C(=O)C(O)=C(C(=O)c3ccc(C)o3)C2c2ccc(OC)c(OC)c2)nc1C (stereo unspecified) returned HCV inh -1.3%, Sm TGR block inconclusive, AMA1 RON2 block 72.1%[activator] and AmpC inh detg 0.0%.
Screening COc1ccc(CCNC(=O)CCc2c(C)nc3c4c(C)cc(C)nc4nn3c2C)cc1OC returned Sm TGR block 2.8%, HCMV inh 1.2 and AmpC inh detg 23.1%.
For O=C(c1ccccc1)c1c[nH]c2cc3c(cc2c1=O)OCCO3 the results were HCV inh -3.9%, FBPA Giardia inh 5.3%, Sm TGR block -1.0%, HCMV inh 53.7, AMA1 RON2 block -16.0% and AmpC inh detg -3.6%.
Screening N/C(=N\OC(=O)Cc1ccccc1)c1ccccn1 returned HCV inh 8.5%, FBPA Giardia inh 0.4%, Sm TGR block 9.3%, HCMV inh 56.8, AMA1 RON2 block 82.2%[activator] and AmpC inh detg -13.9%.
COc1ccc(S(=O)(=O)N(CC(=O)NCCSCc2ccccc2)c2ccc(C)cc2)cc1 was read as Sm TGR block -0.1%, HCMV inh -4.0 and AmpC inh detg -3.9%.
`Clc1ccc2oc(-c3cccnc3)nc2c1` gave HCV inh -3.4%, FBPA Giardia inh -0.4%, Sm TGR block -29.5%, HCMV inh 74.4, AMA1 RON2 block 2.7% and AmpC inh detg -0.7%.
`CSc1nn(-c2ccc(C(=O)OC(C(=O)NC(N)=O)C(C)C)cc2)c(=S)s1` (stereo unspecified) gave HCV inh 6.7%, FBPA Giardia inh -5.2%, HCMV inh 43.4, AMA1 RON2 block -10.1% and AmpC inh detg -3.6%.
Screening O=C(COC(=O)C1CCN(S(=O)(=O)c2cccs2)CC1)c1ccc2c(c1)OCCO2 returned HCV inh 7.7%, FBPA Giardia inh 3.7%, Sm TGR block 3.2%, HCMV inh -21.9, AMA1 RON2 block -16.9% and AmpC inh detg -15.1%.
COc1cccc(NC(=O)Cn2cc(C(=O)c3ccc(C)cc3)c(=O)c3cc(OC)ccc32)c1 was read as Sm TGR block -5.7%, HCMV inh -21.5 and AmpC inh detg 11.2%.
For Cc1cccc(C(=O)N2CCc3cc(CNC(=O)CCc4ccccc4)ccc32)c1 the results were Sm TGR block 10.0%, HCMV inh -21.8 and AmpC inh detg 7.4%.
Screening CCOC(=O)c1c(NC(=O)CN2C(=O)NC3(CCCCC3C)C2=O)sc(C)c1CC (stereo unspecified) returned HCV inh inconclusive, Sm TGR block 8.6%, HCMV inh -15.7, AMA1 RON2 block -8.3% and AmpC inh detg inconclusive.
CC(Nc1oc(-c2ccco2)nc1C#N)c1ccccc1 (stereo unspecified) was read as HCV inh inconclusive, FBPA Giardia inh -2.6%, Sm TGR block -4.9%, HCMV inh -15.6, AMA1 RON2 block -3.8% and AmpC inh detg -0.4%.
`CCCC(=O)C1=C(O)C(C(=O)OC)C(C)(C)CC1=NCCc1ccc(OC)c(OC)c1` (stereo unspecified) gave HCV inh -7.4%, FBPA Giardia inh 0.1%, Sm TGR block 7.7%, HCMV inh 38.6, AMA1 RON2 block 3.6% and AmpC inh detg 0.4%.
COc1ccccc1C1CC(=O)NC(C)=C1C(=O)OCC1CCCO1 (stereo unspecified) was read as HCV inh 18.1%, FBPA Giardia inh 5.8%, Sm TGR block -0.8%, HCMV inh 41.8, AMA1 RON2 block -6.3% and AmpC inh detg 4.0%.
`c1cnc(N2CCSCC2)nc1` gave HCV inh 11.1%, FBPA Giardia inh 3.4%, Sm TGR block 0.1%, HCMV inh -8.4, AMA1 RON2 block 0.0% and AmpC inh detg -13.8%.
Screening O=C(Nc1ccccc1)OCCOc1ccccc1Br returned HCV inh -16.7%, FBPA Giardia inh -13.9%, Sm TGR block 0.0%, HCMV inh 31.0, AMA1 RON2 block 24.1% and AmpC inh detg inconclusive.
For COc1ccc(C2(c3ccc(OC)cc3)NC(=O)N(CC(=O)NC(C)C)C2=O)cc1 the results were HCV inh 2.3%, FBPA Giardia inh 3.9%, Sm TGR block 6.7%, HCMV inh 45.9, AMA1 RON2 block 1.9% and AmpC inh detg -12.8%.
For CN(C)S(=O)(=O)c1cccc(NC(=O)CCc2nc3cc(S(=O)(=O)N4CCOCC4)ccc3n2C)c1 the results were HCV inh 0.7%[8.37 µM], Sm TGR block 5.2%, HCMV inh -30.0, AMA1 RON2 block -13.0% and AmpC inh detg -15.0%.
`COc1ccc(C(=O)/C=C/c2ccc3c(c2)OCCO3)cc1` gave HCV inh -6.2%, FBPA Giardia inh -9.5%, Sm TGR block -2.5%, HCMV inh 11.8, AMA1 RON2 block -14.2% and AmpC inh detg -2.6%.
O=C(Nc1ccc(C2=NCCN2)cc1)c1ccc(Cl)c(C(=O)Nc2ccc(C3=NCCN3)cc2)c1 was read as FBPA Giardia inh 0.7%, Sm TGR block -21.8% and AmpC inh detg 4.1%.
`CC(C)C(=O)Nc1nnc(S(=O)(=O)N(C)c2ccc(Cl)cc2)s1` gave HCV inh 5.4%, FBPA Giardia inh -4.2%, Sm TGR block -0.8%, HCMV inh 10.8, AMA1 RON2 block 5.9% and AmpC inh detg -0.2%.
`COc1ccc(CCNCc2ccncc2)cc1` gave HCV inh 6.0%, FBPA Giardia inh -29.2%, Sm TGR block -20.6%, HCMV inh -22.0, AMA1 RON2 block 1.1% and AmpC inh detg inconclusive.
Screening CC(=O)Nc1ccc(NC(=O)c2ccc(NC(=O)c3ccccc3)cc2)cc1 returned HCV inh 5.4%, Sm TGR block -12.3%, HCMV inh 18.9, AMA1 RON2 block 6.0% and AmpC inh detg -1.4%.
`N#Cc1ccc(CSCC(=O)O)cc1` gave HCV inh 27.5%, FBPA Giardia inh 6.0%, Sm TGR block inconclusive, HCMV inh -26.4, AMA1 RON2 block -1.1% and AmpC inh detg inconclusive.
Screening Cc1ccc(C2C3=C(CC(C)(C)CC3=O)OC3=C2C(=O)CC(C)(C)C3)cc1 returned HCV inh 11.3%, FBPA Giardia inh 0.7%, HCMV inh -19.8, AMA1 RON2 block -3.8% and AmpC inh detg 4.4%.
For O=C1CN(c2ccc(Cl)cc2)C2(CCCCC2)S1 the results were HCV inh -0.9%, FBPA Giardia inh 7.4%, Sm TGR block -6.3%, HCMV inh -18.3, AMA1 RON2 block -14.3% and AmpC inh detg -5.9%.
COC(=O)c1scc(-c2ccc(C)cc2)c1S(=O)(=O)N1CCN(c2cccc(Cl)c2)CC1 was read as Sm TGR block -7.6%, HCMV inh -28.7 and AmpC inh detg 26.6%.
Screening C/C(N)=C(/C#N)C(=O)CSc1n[nH]c(-c2ccccc2Br)n1 returned HCV inh 9.6%&0.2%, FBPA Giardia inh -6.8%, Sm TGR block -0.6%, HCMV inh 48.6&54.3, AMA1 RON2 block 14.9%&0.0% and AmpC inh detg 1.9%.
Screening COc1cccc(-c2nn(-c3ccccc3)cc2CO)c1 returned HCV inh -26.2%, FBPA Giardia inh 1.9%, Sm TGR block 7.4%, HCMV inh 25.4, AMA1 RON2 block 28.5% and AmpC inh detg -10.0%.
Cc1ccc(N=Cc2c(O)n(-c3ccc(C)cc3)c(=O)[nH]c2=O)cc1 was read as HCV inh 12.3%, HCMV inh -19.7 and AMA1 RON2 block 14.6%.
Screening COc1cc(-c2noc(C)c2-c2ccc3[nH]ccc3c2)cc(OC)c1OC returned HCV inh inconclusive, FBPA Giardia inh -1.7%, Sm TGR block -7.1%, AMA1 RON2 block -8.7% and AmpC inh detg -4.8%.

Reprinted from above (three entries):
`COc1ccc(C(=O)/C=C/c2ccc3c(c2)OCCO3)cc1` gave HCV inh -6.2%, FBPA Giardia inh -9.5%, Sm TGR block -2.5%, HCMV inh 11.8, AMA1 RON2 block -14.2% and AmpC inh detg -2.6%.
O=C(Nc1ccc(C2=NCCN2)cc1)c1ccc(Cl)c(C(=O)Nc2ccc(C3=NCCN3)cc2)c1 was read as FBPA Giardia inh 0.7%, Sm TGR block -21.8% and AmpC inh detg 4.1%.
`CC(C)C(=O)Nc1nnc(S(=O)(=O)N(C)c2ccc(Cl)cc2)s1` gave HCV inh 5.4%, FBPA Giardia inh -4.2%, Sm TGR block -0.8%, HCMV inh 10.8, AMA1 RON2 block 5.9% and AmpC inh detg -0.2%.
